TRHR ag – qHTS for Small Molecule Agonists and Allosteric Enhancers of Human TRH Receptor: Primary Screen for Agonists. Thyrotropin-releasing hormone receptor (Homo sapiens), P34981. TRHR cells, calcium flux fluo-8, FDSS agonist mode. activation, % at 2 µM. 0.18% of 360,000 active; in the data active = activation above about 30%; note: 0% is about no effect
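In this calcium-flux screen, cells bearing human TRHR are dye-loaded with fluo-8, baselined for 10 cycles, then exposed to library compounds; positive kinetic calcium responses during the agonist phase mark hits, with TRH as control.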
RXFP1 ag – qHTS Assay for Agonists of the Relaxin Receptor RXFP1; Relaxin receptor 1 (Homo sapiens), Q9HBX9; HEK293T-RXFP1 cAMP TR-FRET, 30 min; response scale: percent of porcine relaxin response, buffer zero; Potency, µM (doses to about 57.5 µM), for inactives: top-dose activation, most hits filed as activators; 0.3% of 370,000 active; AID 2676, 2010; note: potency is the fitted concentration of half-maximal effect; % is set by controls: 0 for no effect and ±100 for the full control effect; nearly all actives have a fitted effect of over 60% in size; many of its hits are not listed in these tables
Target sequence (Q9HBX9 whole entry, looked up): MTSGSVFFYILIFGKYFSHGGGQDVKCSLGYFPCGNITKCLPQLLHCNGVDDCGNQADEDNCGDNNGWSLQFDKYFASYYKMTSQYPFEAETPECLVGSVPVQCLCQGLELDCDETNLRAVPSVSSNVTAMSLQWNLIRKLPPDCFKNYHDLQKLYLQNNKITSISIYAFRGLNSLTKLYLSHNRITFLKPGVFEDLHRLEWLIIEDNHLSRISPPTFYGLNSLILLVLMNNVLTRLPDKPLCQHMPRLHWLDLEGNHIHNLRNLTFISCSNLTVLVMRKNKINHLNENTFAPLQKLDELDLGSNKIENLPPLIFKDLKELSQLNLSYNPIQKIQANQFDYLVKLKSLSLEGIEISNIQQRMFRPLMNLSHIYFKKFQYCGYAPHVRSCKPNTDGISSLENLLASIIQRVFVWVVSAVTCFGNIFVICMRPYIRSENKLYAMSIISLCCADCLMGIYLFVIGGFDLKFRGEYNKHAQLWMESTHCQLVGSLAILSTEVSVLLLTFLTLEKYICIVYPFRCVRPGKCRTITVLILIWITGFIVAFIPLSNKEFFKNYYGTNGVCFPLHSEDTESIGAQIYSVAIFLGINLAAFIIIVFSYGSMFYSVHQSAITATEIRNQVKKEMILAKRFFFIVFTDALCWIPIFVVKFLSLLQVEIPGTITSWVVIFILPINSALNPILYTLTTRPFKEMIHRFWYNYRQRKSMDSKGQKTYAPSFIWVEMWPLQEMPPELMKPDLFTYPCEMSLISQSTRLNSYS
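HEK293 cells stably expressing RXFP1, treated 30 min at 37C with compounds plus PDE4 inhibitor Ro 20174; cAMP measured by HTRF TR-FRET. Normalized to buffer and 29 nM porcine relaxin; EC50 by Hill fit.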
D1 potentiator – Potentiators of Human D1 Dopamine Receptor: qHTS; HEK293 TREx D1 cells, calcium flux, dopamine EC20 potentiation; potentiation, % at 10 µM; 0.036% of 360,000 active; in the data active = potentiation above about 30%; note: 0% is about no effect
D1 agonist – Allosteric Agonists of the Human D1 Dopamine Receptor: qHTS. D(1A) dopamine receptor (Homo sapiens), P21728. HEK293 T-REx D1 cells, calcium flux, agonist mode. activation, % at 2 µM. 1% of 360,000 active. AID 504660, 2011; in the data active = activation above about 30%; note: 0% is about no effect
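Agonism was scored from calcium flux recorded over 180 s (1 read/s) after pintool compound addition, following a 10-cycle baseline. Cells were inducible force-coupled HEK293 TREx D1, plated overnight at 30 C and loaded with no-wash calcium dye.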
D2 potentiator – HTS Assay for Positive Allosteric Modulators of the Human D2 Dopamine Receptor: Primary Screen for Potentiators; potentiation, % at 10 µM; 0.34% of 340,000 active; AID 485347, 2010; HEK293 T-REx D2, calcium flux, EC20 dopamine potentiation;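 active = potentiation over 3 SD above the plate norm, cut at about 30% in these data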; note: 0% is about no effect
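Calcium flux readout, no-wash dye, 1 read/s. Inducible HEK293 Trex D2 line, overnight 30 C. Compound alone 180 s (agonist flags), then EC20 dopamine, another 180 s to score potentiation.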
TRHR PAM – qHTS for Small Molecule Agonists and Allosteric Enhancers of Human TRH Receptor: Primary Screen for Enhancers; Thyrotropin-releasing hormone receptor (Homo sapiens), P34981; TRHR cells, fluo-8 calcium fluorescence, EC20 TRH enhancement; enhancement, % at 2 µM; 0.66% of 360,000 active; AID 493056, 2011; in the data active = enhancement above about 30%; note: 0% is about no effect
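Enhancer read-out: after compound pinning and an initial kinetic agonist-mode read, an EC20 of TRH (10 nM final) was injected and fluo-8 calcium signal (Ex 480/Em 530) followed at 1 s/cycle for 100 cycles in TRHR-expressing cells.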
D1 antag – Antagonist of Human D 1 Dopamine Receptor: qHTS. HEK293 TREx D1 cells, calcium flux, dopamine EC80; hits give low values. activity change, negative = inhibition, % at 10 µM. 3.2% of 360,000 active. D(1A) dopamine receptor (Homo sapiens), P21728. AID 504652, 2011; in the data active = activity change below about -30%; note: % is set by controls: 0 for no effect and ±100 for the full control effect
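Inducible Hek293 Trex D1 cells (tetracycline, overnight, 30 C). Calcium dye 30–90 min RT. Antagonist mode: EC80 dopamine added after 180 s compound read.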
RXFP1 antag – qHTS Assay for Antagonists of the Relaxin Receptor RXFP1 | Relaxin receptor 1 (Homo sapiens), Q9HBX9 | HEK293-RXFP1, relaxin-stimulated cAMP HTRF, 30 min; hits give low values | activity change, negative = inhibition, % at 57.5 µM | 0.59% of 350,000 active;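 active = activity change of -60% or lower, but not beyond a set lower limit; inconclusive = change between -60% and -40%, or beyond the set limit; inactive = change above -40%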; note: % is set by controls: 0 for no effect and ±100 for the full control effect
Anesthetic bind – qHTS Assay for Identification of Novel General Anesthetics | Ferritin light chain (Equus caballus), P02791 | apoferritin/1-aminoanthracene competitive binding, fluorescence | Potency, µM (top dose mostly 77.5 µM), without a hit: at the top dose activity change, negative = displacement, hits mostly inhibitors | 0.074% of 350,000 active | AID 485281, 2010; note: potency is the fitted concentration of half-maximal effect; % is set by controls: 0 for no effect and ±100 for the full control effect; nearly all actives have a fitted effect of over 20% in size
Target sequence (P02791 2-175 limits assumed): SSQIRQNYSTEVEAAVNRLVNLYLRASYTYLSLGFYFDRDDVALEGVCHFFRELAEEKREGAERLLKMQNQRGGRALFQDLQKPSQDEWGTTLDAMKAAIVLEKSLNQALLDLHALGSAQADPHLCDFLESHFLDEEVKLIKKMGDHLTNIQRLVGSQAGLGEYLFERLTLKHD
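Apoferritin-based anesthetic binding model; compound displacement of fluorescent 1-AMA measured as endpoint fluorescence after 10 minutes at room temperature, scaled to free-ligand and complex controls.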
Starred values were filed as active, the others as inactive; ? = inconclusive; . = no result given; [ ] = remark or other dose. Unless noted, calls come from the whole dose curve; as a rule, active = well fitted curve in the direction sought with a large enough effect; inconclusive = small, poorly fitted or top-dose-only effect, or another doubt; inactive = no such curve, though single readings can be large; an effect the other way counts as inactive or inconclusive.

SMILES	TRHR ag	RXFP1 ag	D1 potentiator	D1 agonist	D2 potentiator	TRHR PAM	D1 antag	RXFP1 antag	Anesthetic bind
CC1=C(C)CS(=O)N(S(=O)(=O)c2ccccc2)C1 (centres undefined)	6.2	-2.8%	3	11	15	14	.	?	-21%
CSc1ccc(CCNC(=O)C(C)n2nc(C)c3sc4ccccc4c3c2=O)cc1 (centres undefined)	0.0	9.9%	-3	3	-15	-9	-9	-2	-13%
O=C(Nc1ccc(Br)cc1)C1CC(c2c(F)cccc2Cl)=NO1 (centres undefined)	0.2	1.3%	-12	10	-15	8	-17	.	-21%
CCC(C)NCC(=O)Nc1ccc([N+](=O)[O-])cc1C(=O)Nc1ccccc1F (centres undefined)	-0.1	2.6%	-2	0	2	0	6	5	-18%
COc1ccc(C2=NN(C(=O)CSc3cn(C)c4ccccc34)C(c3ccc(OC)cc3)C2)cc1 (centres undefined)	0.7	1.6%	-3	-1	2	-6	2	18	5%
Cc1ccccc1N(C(=O)c1snc(C(N)=O)c1N)C(C(=O)NC1CCCCC1)c1ccc(O)cc1 (centres undefined)	1.2	0.4%	-6	5	5	-1	10	-27	7%
C=CCn1c(SCc2ccc(Cl)cc2)nc2c1c(=O)[nH]c(=O)n2C	0.6	8.2%	-5	0	-7	-4	-17	0	-21%
COc1ccc(Nc2nc(NCc3ccco3)nc(N/N=C/c3ccccc3F)n2)cc1	0.1	-0.3%	-6	2	.	-4	-42*	.	-13%
CCOc1ccccc1NC(=O)c1sc2nc(C)cc(C)c2c1N	-1.6	-1.9%	4	0	-9	-5	-1	-21	?
Cc1ccc(-c2cc(C(=O)Nc3c(C#N)cnn3C)no2)cc1	-0.1	-0.4%	-3	-1	-4	5	1	-3	0%
O=C1OCCC1Sc1nnc(-c2cccnc2)n1-c1ccccc1F (centres undefined)	0.3	-0.1%	-2	3	10	1	-13	0	-4%
Cc1cccc(NC(=O)Nc2ccc(Oc3c(F)c(F)c(F)c(F)c3F)cc2)c1	0.6	-1.9%	-4	13	5	-10	-25	-9	-10%
O=S(=O)(c1ccc(Cl)cc1)N1CCN=C1SCc1ccc(Cl)c(Cl)c1	1.2	1.0%	7	6	-19	-7	-8	-4	-1%
O=C(NCc1ccccc1)C1CCN(S(=O)(=O)c2cc([N+](=O)[O-])ccc2Cl)CC1	0.9	-0.8%	2	6	-8	-8	15	-15	-7%
CCOC(=O)COc1ccc2c(=O)c(-c3ccc(OC)c(OC)c3)c(C(=O)OCC)oc2c1	-0.6	0.2%	-5	-1	.	-5	-45*	14	-13%
COc1cccc(C2CC(C(F)(F)F)n3ncc(C(=O)NCc4ccco4)c3N2)c1 (centres undefined)	-1.5	-0.4%	9	3	4	32*	-9	3	-14%
COc1cc(NC(=O)CN2CCN(c3ccc(F)cc3)CC2)cc(OC)c1	-1.0	2.0%	-1	1	3	2	-5	-19	1%
CCCCC(=O)Nc1ccc(C(=O)OCc2cc(=O)n3ccsc3n2)cc1	0.2	3.6%	0	-1	-4	3	-11	-9	?
CCOc1ccc(CN(C)C(=O)CNC(=O)C2CCCCC2)cc1OC	0.3	-1.7%	-6	-1	5	-5	-18	-15	0%
COc1ccc(S(=O)(=O)NCCN2CCOCC2)c2ccccc12	0.2	-0.4%	6	2	-8	-4	1	2	-12%
COc1ccccc1OCCSc1nc2ccccc2c(=O)[nH]1	0.7	1.4%	-10	0	4	10	-41*	18	-11%
C#CCOCCOCCOCCNc1nc(N2CCN(C(=O)CCCCCCCCCCNC(=O)[C@H](CCCCN)n3cc(C[C@@H](C)CC)nn3)CC2)nc(N2CCN(C(=O)CCCCCCCCCCNC(=O)[C@@H]([C@H](C)O)n3cc(C)nn3)CC2)n1	-0.2	0.2%	16	11	13	0	29	.	.
O=C(CN1CCCCC1)N1CCc2ccccc21	-0.2	1.5%	-8	2	-21	-2	-2	2	4%
CCN(CC)S(=O)(=O)c1ccc(Nc2nc3ccccc3n3nnnc23)cc1	0.3	2.4%	-2	4	15	-4	-13	5	?
COc1cccc(NC(=O)Nc2cc(C)ccc2OC)c1	-1.0	-2.1%	-4	0	-23	4	-11	2	1%
Cc1ccc(N/N=C2\CC(=O)c3ccccc32)cc1Cl	0.9	1.5%	-2	0	10	-1	6	.	-12%
c1ccc(Oc2ncnc3oc(-c4ccccc4)cc23)cc1	0.4	3.6%	-1	1	7	5	-5	-6	-6%
CCc1cc(C(=O)COc2ccccc2F)c(O)cc1O	-2.3	0.5%	-2	21	12	6	0	4	-6%
Cc1cccc(CSc2nnc([C@@H]3CCCN3C(=O)OC(C)(C)C)o2)c1	-1.0	-0.7%	0	2	0	-3	-13	-10	-6%
Cc1ccc(-c2nc3sccn3c2Nc2ccc(C)c(C)c2)cc1	0.4	1.2%	0	0	.	2	-8	-18	7%

Entries listed above that bear a hit mark in TRHR PAM:
mol	TRHR ag	D1 potentiator	D1 agonist	D2 potentiator	TRHR PAM	D1 antag	RXFP1 antag	Anesthetic bind
COc1cccc(C2CC(C(F)(F)F)n3ncc(C(=O)NCc4ccco4)c3N2)c1 (centres undefined)	-1.5	9	3	4	32*	-9	3	-14%

Further results follow:
SMILES	TRHR ag	RXFP1 ag	D1 potentiator	D1 agonist	D2 potentiator	TRHR PAM	D1 antag	RXFP1 antag	Anesthetic bind
O=S(=O)(c1ccc(Cl)cc1)N1CCN(S(=O)(=O)c2ccc3c(c2)OCCO3)CC1	0.4	.	8	2	.	11	20	.	.
CSCCC(NC(=O)c1cc(CC(C)C)oc1C)C(=O)O (centres undefined)	0.3	1.5%	1	3	3	2	-3	-5	-6%
CCN(CC)CCn1c(SCC(=O)NCc2ccco2)nc2c(sc3ccccc32)c1=O	-0.8	1.8%	5	1	2	6	1	2	-13%
CCn1ncc(CNC(=O)C2(C)CC2(Br)Br)c1C (centres undefined)	0.3	1.6%	-4	5	8	-5	-3	8	-8%
C=CCNC(=O)Cc1c(OC)ccc2cc(Br)ccc12	-2.2	?	-2	2	15	0	-1	3	0%
Cc1cc(C)cc(NC(=O)CCC(=O)Nc2cc(C)on2)c1	-2.4	-2.5%	-3	7	.	15	-2	0	-5%
CC(=O)OCCn1c(C)[n+](CCOC(C)=O)c2cc(Cl)c(Cl)cc21	-0.3	8.3%	-8	0	-2	-3	12	9	-6%
Cn1c(=O)c2c(nc(CN3CCN(c4ccccc4F)CC3)n2CCN2CCOCC2)n(C)c1=O	-0.2	7.3%	-4	-1	-10	-1	5	1	-10%
COCCn1c(SCC(=O)Nc2ccc(OC)c(S(N)(=O)=O)c2)nc2ccccc21	0.4	1.7%	-2	3	4	6	-7	0	2%
O=C(O)c1cccc(C(=O)O)c1	0.5	-0.4%	-2	0	-10	-3	-5	.	-5%
Cc1cc(C)n(CC(=O)NNC(=O)CCNC(=O)c2ccccc2Cl)n1	0.0	0.3%	-10	3	6	1	0	-1	.
COc1ccc([N+](=O)[O-])cc1NC(=O)CSCc1cc(C)cc(C)c1	-0.8	0.4%	-5	7	0	-5	-21	-9	-4%
Cc1ccc(C(C)C)c(OCCSc2nc3ccccc3n2CC(=O)O)c1	1.0	2.2%	0	2	0	7	5	3	-6%
O=C(Nc1ccc(Br)cn1)c1cccc2c1-c1ccccc1C2=O	-0.4	1.1%	-1	1	.	16	2	-2	-20%
COc1ccc(-c2coc3c(CN4CCCCC4C)c(O)ccc3c2=O)cc1 (centres undefined)	-0.2	4.3%	2	1	-8	-1	-22	6	55%[activator]
Cc1nn2c(nc(N3CCCCC3)c3ccccc32)c1C=O	-0.6	2.2%	-1	3	-5	-12	13	-8	-10%
Cc1ccc2nc(-c3ccccn3)oc2c1	-0.2	2.1%	-8	1	6	2	-20	-9	-12%
COc1cccc(C(=O)N2CCN(C3CCN(Cc4ccccc4)CC3)CC2)c1OC	-0.1	-0.5%	-10	0	10	3	0	-12	-2%

Full records as entered above. Screens in order: TRHR ag | RXFP1 ag | D1 potentiator | D1 agonist | D2 potentiator | TRHR PAM | D1 antag | RXFP1 antag | Anesthetic bind
Results for Cc1ccc(N/N=C2\CC(=O)c3ccccc32)cc1Cl → 0.9 | 1.5% | -2 | 0 | 10 | -1 | 6 | . | -12%
Results for COc1ccc(S(=O)(=O)NCCN2CCOCC2)c2ccccc12 → 0.2 | -0.4% | 6 | 2 | -8 | -4 | 1 | 2 | -12%
Results for Cc1ccc(C(C)C)c(OCCSc2nc3ccccc3n2CC(=O)O)c1 → 1.0 | 2.2% | 0 | 2 | 0 | 7 | 5 | 3 | -6%
Results for CCn1ncc(CNC(=O)C2(C)CC2(Br)Br)c1C (centres undefined) → 0.3 | 1.6% | -4 | 5 | 8 | -5 | -3 | 8 | -8%
Results for C=CCNC(=O)Cc1c(OC)ccc2cc(Br)ccc12 → -2.2 | ? | -2 | 2 | 15 | 0 | -1 | 3 | 0%

Looked up by compound from the list above, 3 records:
SMILES	TRHR ag	RXFP1 ag	D1 potentiator	D1 agonist	D2 potentiator	TRHR PAM	D1 antag	RXFP1 antag	Anesthetic bind
O=C(CN1CCCCC1)N1CCc2ccccc21	-0.2	1.5%	-8	2	-21	-2	-2	2	4%
CCN(CC)S(=O)(=O)c1ccc(Nc2nc3ccccc3n3nnnc23)cc1	0.3	2.4%	-2	4	15	-4	-13	5	?
C#CCOCCOCCOCCNc1nc(N2CCN(C(=O)CCCCCCCCCCNC(=O)[C@H](CCCCN)n3cc(C[C@@H](C)CC)nn3)CC2)nc(N2CCN(C(=O)CCCCCCCCCCNC(=O)[C@@H]([C@H](C)O)n3cc(C)nn3)CC2)n1	-0.2	0.2%	16	11	13	0	29	.	.

High-throughput results: PubChem, National Center for Advancing Translational Sciences (NCATS)

Some of the compounds tested; rates above refer to the full screens.
